Compound activity as filed in PubChem BioAssay.
D2 ag: agonists of human D2 dopamine receptor; P14416; HEK293 T-REx D2 cells, calcium flux agonist mode; activation, % at 2 µM; actives 0.53% (n = 340,000); AID 485358;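 active = activation over 3 SD above normal in the single-dose calcium agonist read, cut at about 30% in these data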; note: 0% is about no effect
Target sequence (P14416 whole entry, looked up): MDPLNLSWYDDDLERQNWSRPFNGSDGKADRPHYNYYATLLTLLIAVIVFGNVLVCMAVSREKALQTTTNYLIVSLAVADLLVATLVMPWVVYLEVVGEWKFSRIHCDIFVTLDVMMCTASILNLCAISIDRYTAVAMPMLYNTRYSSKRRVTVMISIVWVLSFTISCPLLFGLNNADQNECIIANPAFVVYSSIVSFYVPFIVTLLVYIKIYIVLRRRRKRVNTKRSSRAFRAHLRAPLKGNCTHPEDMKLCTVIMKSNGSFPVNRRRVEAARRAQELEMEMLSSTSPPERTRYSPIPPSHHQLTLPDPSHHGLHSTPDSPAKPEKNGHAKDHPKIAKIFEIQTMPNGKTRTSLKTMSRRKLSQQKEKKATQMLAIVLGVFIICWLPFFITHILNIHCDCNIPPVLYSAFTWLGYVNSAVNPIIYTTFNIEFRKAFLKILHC
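In this primary screen, compounds producing a positive calcium signal within 180 s of addition to tetracycline-induced, force-coupled HEK293 Trex D2 cells are flagged; cells are dye-loaded with a no-wash calcium kit beforehand.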
ALOX12 inh: inhibitors of human 12S-lipoxygenase ALOX12; actives 1.1% (n = 580,000); P18054; Potency, µM (highest dose often 108 µM), inactives show at the top dose activity change, negative = inhibition, usual class: inhibitors; purified 12hLO, xylenol orange hydroperoxide absorbance; note: potency is the fitted concentration of half-maximal effect; % is set by controls: 0 for no effect and ±100 for the full control effect
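Purified human 12hLO at 150 nM in 25 mM Hepes, 0.01% Triton X-100, pH 7.0, preincubated 15 min at room temperature with compound. Reaction started with 40 uM arachidonic acid, 30 min at room temperature. Hydroperoxide measured by Fe-xylenol orange, 573/405 nm absorbance ratio.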
Vif-A3F inh: blocks the Vif interaction with APOBEC3F; actives 0.2% (n = 390,000); HeLa A3F-eYFP + Vif (tagged APOBEC3F with the HIV-1 protein that degrades it), YFP fluorescence increase; Potency, µM (highest dose often 46.1 µM), without a hit: top-dose activity, negative = active; note: potency is the fitted concentration of half-maximal effect; % of control where 0% means no effect; nearly all actives have a fitted effect of over 65% in size
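Fluorescence increase (Ex 488/Em 500-530) after overnight compound treatment at 37 deg C flags inhibition of Vif-driven A3F-eYFP loss in stable HeLa A3F-eYFP/Vif cells seeded overnight beforehand.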
LDHA inh: blocks human lactate dehydrogenase A; P00338; purified LDHA, NADH/diaphorase-resazurin fluorescence; active compounds read low; activity change, % (values are at about 110 or 230 µM); actives 0.15% (n = 480,000); AID 1347041; in the data active = activity change below about -30%; inconclusive = mostly about -25% to -30%;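 note: plate controls were DMSO wells for no effect and wells without enzyme for full effect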
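Human LDH5 (2 nM) was incubated with 0.06 mM NADH and 0.2 mM pyruvate for 5 min at room temperature in Tris pH 7.4. Remaining NADH was coupled through diaphorase/resazurin, and resorufin fluorescence was read at 0 and 20 min.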
RGS4 inhibitor: human RGS4 inhibition. P49798. Transcreener GDP fluorescence polarization, RGS4-accelerated GTP hydrolysis. Potency, µM (top dose mostly 114 µM), for the others: top-dose activity change, negative = inhibition, most hits filed as inhibitors. actives 0.039% (n = 390,000). AID 504845; note: potency is the fitted concentration of half-maximal effect; % is set by controls: 0 for no effect and ±100 for the full control effect; nearly all actives have a fitted effect of over 75% in size; some results filed as inactive show a strong effect at the top dose
Target sequence (P49798 whole entry, looked up): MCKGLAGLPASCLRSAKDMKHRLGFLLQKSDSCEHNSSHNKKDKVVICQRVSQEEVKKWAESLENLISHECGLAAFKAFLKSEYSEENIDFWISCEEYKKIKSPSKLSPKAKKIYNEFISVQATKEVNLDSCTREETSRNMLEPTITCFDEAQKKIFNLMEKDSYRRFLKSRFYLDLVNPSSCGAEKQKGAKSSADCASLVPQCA
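MLSMR compounds (23 nl, pin-transferred) preincubated 10 min at room temperature with a 500nM (2x) first reagent, then RGS4 at 900nM (2x) plus Transcreener GDP mix added; fluorescence polarization (620/688 nm) read before and after 90 min at 30 °C.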
D2 antagonist: antagonizes the human D2 dopamine receptor; HEK293 TREx D2 cells, calcium flux, dopamine EC80; inhibition, % at 10 µM; actives 2% (n = 340,000); in the data active = inhibition above about 30%; note: 0% is about no effect
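Tetracycline-induced HEK293 TREx cells expressing D2 receptor forced-coupled to calcium signalling, loaded with no-wash calcium dye. Compounds added and calcium flux read 180 s, then dopamine added at EC80 and read a further 180 s.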
ERG Ets-DNA blk: ERG Ets/DNA interaction inhibition | P11308 | fluorescence polarization, His-ERG Ets domain / labelled DNA | Potency, µM (top dose mostly 76.9 µM), inactives show at the top dose FP activity, negative = inhibition, actives largely listed as inhibitors | actives 0.028% (n = 370,000) | AID 624246; active = well fitted inhibition curve with a large enough effect in the polarisation, with a control signal flat; inconclusive = small, poorly fitted or top-dose-only effect, or effect the other way, or a change in a side signal; inactive = no such curve, though single readings can be large or run the other way; the % refers to the polarisation;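 note: polarization taken with two DNA probes labelled with fluorescein and Texas red; potency is the fitted concentration of half-maximal effect; % of control where 0% means no effect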
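His-tagged ERG Ets domain (1 uM in the protein solution; 300mM KCl, 50mM Tris-HCl, 1mM EDTA, 1mM DTT, pH 7.5) received compound, then a probe mix of 5 nM fluorescein-DNA and 100nM Texas-615-DNA. Fluorescence polarization was read for both dyes.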
Glioma ERSR ind: inducers of ER stress response in human glioma cells; U87-MG GRP78 promoter luciferase reporter, 16 h; Potency, µM, inactives show at the top dose activation, hits mostly activators; actives 0.02% (n = 420,000); AID 602332; note: potency is the fitted concentration of half-maximal effect; series mostly up to about 76 µM; % of control where 0% means no effect; nearly all actives have a fitted effect of over 35% in size
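Stably transfected U87-MG glioma cells carrying a GRP78-based luciferase sensor; 16 h compound incubation. Luminescence end-point read 10 min after Bright-Glo addition at room temperature.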
Vif-A3G inh: Vif-A3G binding inhibition | Q9HC16 | HeLa A3G-eYFP + Vif (tagged APOBEC3G with the HIV-1 protein that degrades it), YFP fluorescence, overnight | Potency, µM (series often up to 46.1 µM), for inactives: at the top dose activity, negative = active, most hits filed as inhibitors | actives 0.076% (n = 410,000) | AID 602310;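 note: potency is the fitted concentration of half-maximal effect; % is set by controls: 0 for no effect and ±100 for the full control effect; nearly all actives have a fitted effect of over 60% in size; hits raise eYFP signal because A3G escapes Vif-driven loss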
Target sequence (Q9HC16 whole entry, looked up): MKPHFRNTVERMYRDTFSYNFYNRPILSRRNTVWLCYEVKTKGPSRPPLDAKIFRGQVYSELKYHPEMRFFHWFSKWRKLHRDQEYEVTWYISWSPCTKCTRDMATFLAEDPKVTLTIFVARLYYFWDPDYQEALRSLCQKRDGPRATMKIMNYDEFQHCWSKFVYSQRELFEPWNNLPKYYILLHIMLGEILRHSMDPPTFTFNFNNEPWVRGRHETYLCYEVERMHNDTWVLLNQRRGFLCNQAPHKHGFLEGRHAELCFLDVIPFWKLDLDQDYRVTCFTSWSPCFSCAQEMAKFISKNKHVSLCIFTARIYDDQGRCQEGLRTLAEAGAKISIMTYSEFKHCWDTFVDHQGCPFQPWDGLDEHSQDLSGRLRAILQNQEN
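HeLa cells stably expressing Vif and C-terminally eYFP-tagged A3G, seeded overnight at 37 deg C, then exposed to compound by pintool overnight at 37 deg C. Rise in yellow fluorescence (Ex 488/Em 500-530, Acumen) marks blocked Vif-driven A3G degradation.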
Numbers without * were called inactive; ? = inconclusive; / = no result given; & = joins results of further samples; [ ] = remark or other dose. Unless noted, calls come from the whole dose curve; as a rule, active = well fitted curve in the direction sought with a large enough effect; inconclusive = small, poorly fitted or top-dose-only effect, or another doubt; inactive = no such curve, though single readings can be large; an effect the other way counts as inactive or inconclusive. An excerpt (hit frequency here may not be typical).

SMILES | D2 ag | ALOX12 inh | Vif-A3F inh | LDHA inh | RGS4 inhibitor | D2 antagonist | ERG Ets-DNA blk | Glioma ERSR ind | Vif-A3G inh
O=[N+]([O-])c1ccc(OCCO)nc1 | 0.2 | 7% | 0% | -9 | 20% | -10 | ? | -5% | 1%
CC(=O)OC[C@@H]1CN(Cc2ccccc2)C[C@H](n2cnc3c(NCc4ccco4)ncnc32)O1 | / | -11% | / | -4 | / | / | / | -2% | -6%
Cc1ccc(C(=O)Nc2ccc3oc(-c4cccnc4)nc3c2)c(Cl)c1 | -0.7 | 8%&-13% | -4% | -1&-14 | -24% | / | 2% | 2% | -2%
O=C(NCc1ccccn1)C1CCN(S(=O)(=O)c2ccccc2)CC1 | -0.6 | 264%[activator] | 0% | 0 | 0% | -4 | 5% | -2% | -7%
Cc1ccc(-n2nc3c(c2NC(=O)c2ccc(S(=O)(=O)N4CCOCC4)cc2)CSC3)c(C)c1 | / | / | -2% | -15 | -1% | / | / | 0% | -5%
CCc1ccc(NC(=O)N2CCN(C(=O)C3CCCO3)CC2)cc1 (configuration not stated) | -0.5 | 8% | -8% | 1 | -5% | 6 | -6% | -3% | -4%
S=C(Nc1ccc(OCc2ccccc2)cc1)Nc1cccc(Cl)c1Cl | 0.2 | -27% | 0% | -5 | -11% | 11 | -3% | -1% | 0%
COc1ccc(OC)c(S(=O)(=O)N2CCC(C(=O)Nc3cccc(C)c3C)CC2)c1 | / | -7% | 11% | -6 | -14% | / | -2% | -4% | 1%
Cc1cccn2c(=O)c3cc(C#N)c(=O)n(-c4nnc(SCc5ccc(Cl)cc5)s4)c3nc12 | 0.9 | -23% | / | -1 | ? | / | 10% | / | /
Cc1nnc(NC(=O)c2c(F)c(F)c(F)c(F)c2F)s1 | -0.8 | -3% | 3% | -3 | -25%[56.9 µM] | 0 | 8% | -3% | 0%
Cc1ccc(CN2CC(C(=O)Nc3ccc(S(=O)(=O)N4CCCCC4)cc3)CC2=O)cc1 (configuration not stated) | / | ? | 6% | -2 | 18% | / | 0% | -3% | -1%
C[C@@H]1CCCCO[C@H](CN(C)C(=O)Nc2ccc(F)cc2)[C@@H](C)CN([C@H](C)CO)C(=O)c2cc(NC(=O)c3ccccc3)ccc2O1 | / | ? | -18% | 0 | / | / | / | -3% | -11%
COc1ccc2nc(NC(=O)CSc3nccc(C)n3)sc2c1 | -0.1 | ? | -1% | -9 | -20% | 14 | 4% | -3% | -1%
Nc1nc(-c2cc(-c3ccccc3)no2)cs1 | 0.2 | 8% | -1% | 0 | -24% | -13 | -1% | -1% | -9%
Cc1ccsc1C(=O)NCc1ccccc1Cl | -5.4 | -17% | 10% | -12 | ? | -19 | 3% | 4% | 0%
Cc1cccc(N(C(=O)Cn2nnc(-c3ccccc3F)n2)C(C(=O)NC(C)(C)C)c2ccncc2)c1 (configuration not stated) | 0.5 | 18% | -2% | -6 | -2% | -6 | -9% | -2% | -2%
O=C(NC1CCCCCC1)C(Cc1ccccc1)n1cccc1 (configuration not stated) | -1.2 | 1% | 4% | -3 | -17% | -5 | 2% | -4% | -3%
O=C(NNC(=O)C12CC3CC(CC(C3)C1)C2)c1cnccn1 | 0.7 | 4% | 1% | 1 | -19% | 8 | 0% | -4% | 1%
CCCC1Cc2c(sc3ncnc(N)c23)CO1 (configuration not stated) | / | 0% | -10% | 4 | 13% | / | 15% | -1% | -1%
Cc1ccc(CCNC(=O)C2CCCN(c3nnc(C)c4c(C)n(-c5ccccc5)nc34)C2)cc1 (configuration not stated) | 0.5 | -14% | 5% | 1 | 5% | / | -8% | -2% | -3%
CN1/C(=C\C(=O)COC(=O)Cn2nnc(-c3ccccc3)n2)C(C)(C)c2ccccc21 | 0.1 | 0% | 0% | -2 | -5% | 12 | 14% | -6% | 3%
CC(C)(C)C(=O)CNS(=O)(=O)c1ccc(S(=O)(=O)NC2CC2)cc1 | 1.0 | -16% | 1% | -13 | 33% | -3 | -10% | -3% | 0%
CCOCCCNC(c1ccccc1)c1ccncc1 (configuration not stated) | -1.2 | ? | 2% | -1 | 7% | -4 | -8% | -1% | 2%
Cc1ccc2nc(N3CCN(C)CC3)c(C#N)cc2c1 | -0.4 | -16% | 0% | -1 | -6%[11.4 µM] | -18 | 4% | 0% | -2%
CC1(C)CC(=O)c2cnc3nc4ccccc4n3c2C1 | / | -14% | 5% | -5 | -9%[56.9 µM] | / | -2% | -3% | 0%
NC1=NC(=O)/C(=C/c2ccsc2)S1 | -2.7 | -13% | -3% | -6 | -11% | 6 | 2% | 3% | 0%
CCCc1cc(=O)c2c(O)cccc2o1 | -0.1 | 11% | 0% | 2 | -39% | 8 | -8% | -3% | -6%
CCc1nc2ccccc2c(C(=O)OCC(=O)NC2CC2)c1C | / | 144%[activator] | -6% | -9 | 7% | / | -2% | -4% | -4%
CNc1ccc(-c2nc(-c3ccncc3)no2)cc1[N+](=O)[O-] | / | -17% | 8% | 2 | -14% | / | -1% | 1% | 6%
CCN(CC)S(=O)(=O)c1cccc(NC(=O)c2ccc(Sc3nncn3C)c([N+](=O)[O-])c2)c1 | -0.6 | -5% | 4% | -1 | -15% | 1 | -5% | 0% | -1%
O[C@@H]1C[C@H](c2ccc(Cl)cc2)N(CC2CCCCC2)C[C@H]1n1cc(C2CC2)nn1 | / | -30% | -2% | 0 | / | / | / | -1% | -4%
COc1cccc(C(=O)O/N=C/c2ccc(Sc3ccc(C)cc3)nc2)c1 | 0.5 | 10% | 0% | -10 | 6% | -2 | 3% | 13% | 0%
Cc1cccnc1NC(=O)c1c(O)c2ccccc2n(C)c1=O | -0.2 | 1% | -2% | 2 | -18% | 1 | -2% | 2% | -1%
COC(=O)c1cccc(NC(=O)CN2CCN(Cc3ccccc3)CC2)c1 | 0.5 | 46%[activator] | -1% | 1 | -12% | -22 | 3% | 0% | -5%
COc1ccccc1CC(=O)NNC(=O)CN(C)S(=O)(=O)c1ccc(Cl)cc1 | -0.1 | 1% | -3% | -5 | -14% | -6 | 0% | -2% | -1%
CC(=O)Nc1ccc(NC(=O)C(C)OC(=O)c2ccccc2C(=O)c2ccc(Cl)c([N+](=O)[O-])c2)cc1 (configuration not stated) | 0.9 | -21% | 3% | -4 | -11% | 36* | -6% | -14% | ?
Cc1nn(C(=O)c2nn(C)cc2[N+](=O)[O-])c(C)c1Cl | 1.6 | -5% | -19% | -14 | 4% | 6 | 2% | -5% | -3%
CCCCCCCCC(=O)NCCOc1ccccc1 | -0.7 | -12% | 1% | 1 | 8% | -5 | -7% | 1% | 2%
CCCCNc1nc2c(S(=O)(=O)c3ccc(C)c(C)c3)nnn2c2ccsc12 | -0.2 | -22% | 1% | 0 | -30% | / | -2% | -4% | 1%
COc1cc(C(=O)Oc2cccc(/C=N/NC(=O)c3cc(C)[nH]n3)c2)cc(OC)c1OC | 2.0 | 4% | 3% | -11 | 36% | -2 | 0% | 3% | -7%
CCOC(=O)c1cc(S(=O)(=O)NC2CCCCC2)cn1C | 0.1 | -8% | 0% | -2 | 5% | 2 | -1% | -5% | 0%
Cc1cc(N=Nc2ccccc2C(=O)O)c(C)c(C)c1O | -0.3 | -6% | 2% | 1 | -24%[11.4 µM] | 11 | 32%[activator] | 6% | 0%
COc1ccc(C(=O)NC(C)Cc2cnccn2)cc1OC1CCN(C(C)C)CC1 (configuration not stated) | -0.1 | 1% | 3% | 4 | -26% | -7 | -8% | -2% | 1%
CCCCNC(=O)c1[nH]c(=O)cnc1-c1ccccc1 | / | 3% | / | -3 | / | / | / | -1% | -1%
CCc1ccc(NC(=O)CSc2nc(=O)n(Cc3ccncc3)c3c2CCC3)cc1 | 1.3 | ? | 1% | -2 | 11% | / | -3% | -1% | 1%
CC(C)(C)c1ccc(C2=CSC3=NCCN23)cc1 | / | 0% | -3% | -3 | -21% | / | -2% | -6% | -2%
CCc1ccc(NC(=O)c2n[nH]c(=O)c3ccccc23)cc1 | 1.4 | 8% | 2% | -1 | -29%[56.9 µM] | 28 | -12% | 6% | 7%
COc1ccccc1CNC(=O)CCCn1nc(C)c2c(C)n(-c3ccccc3)nc2c1=O | -0.1 | 8% | 6% | -1 | -8%[56.9 µM] | 5 | -3% | -5% | 2%
CC(=O)N(CN1C(=O)c2ccccc2C1=O)c1ccc2c(c1)oc1ccccc12 | -1.1 | -9% | -3% | -17 | 32% | -7 | -8% | -8% | -1%
COc1ccnc(NCc2cccc(C(F)(F)F)c2)c1C#N | -0.7 | 10%[57.4 µM] | 3% | -9 | 16% | 5 | -11% | -3% | 1%
CCSCc1nnc(SCC(=O)Nc2ccc(OC)cc2)n1C | 0.2 | ? | 3% | -10 | 21% | -1 | 2% | 2% | 0%
COc1cc2c(=O)n(CCC(=O)NCC3CCCO3)c(=O)n(CC(=O)Nc3c(C)cccc3C)c2cc1OC (configuration not stated) | 0.6 | -19% | 0% | 3 | -4% | / | 0% | 0% | -4%
